TCR act: activators of T cell receptors. primary human leukocytes, anti-CD3, IL-2 HTRF, 48 h. Potency, µM (top dose mostly 9.22 µM), for the others: at the highest dose activation of IL-2 secretion, most hits filed as activators. 330,000 tested, under 10 active. AID 504894; also: % of control where 0% means no effect
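Human primary leukocytes + a-CD3 beads + cpd, 48 hr; IL-2 in supernatant by HTRF (ex 320nm / em 665nm). No co-stimulatory signal supplied.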
p53 reactivator: restores transcriptional activity of mutant p53; AID 504706; Potency, µM (highest dose often 92.2 µM), without a hit: top-dose activity change, positive = activation, hits mostly activators; H1299 p53-A138V BP100-luciferase reporter, luminescence, 24 h; 320,000 tested, 0.063% active; also: potency is read from the fitted curve at half-maximal effect; % of control where 0% means no effect; nearly all actives have a fitted effect of over 45% in size
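H1299 (p53-null), stable ts p53-A138V + BP100-Luc; 1000 cells/well, Opti-MEM/10% FBS; cpd 4 pt, 1:5; 24 h, 37 deg C, 5% CO2; detection reagent 10 min RT; luminescence.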
A-T KAP1 phos: potential ataxia-telangiectasia treatments restoring KAP-1 phosphorylation | […] A-T fibroblasts, KAP-1 phosphorylation AlphaLISA; neocarzinostatin DNA damage 30 min before lysis | Potency, µM (series often up to 57.5 µM), for inactives: top-dose activation, most hits filed as activators | 320,000 tested, 0.19% active | AID 485349; also: potency is read from the fitted curve at half-maximal effect; % of control where 0% means no effect; nearly all actives have a fitted effect of over 45% in size
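hTERT-immortalized A-T patient fibroblasts ([…]), 500 cells/well in OPTI-MEM, 1% FBS, got compounds for 60 min, then NCS for 30 min at 37C. Lysates were then assayed for phospho-KAP-1 by AlphaLISA (anti-pKAP1 donor, anti-KAP1 acceptor beads), 6 hr at 25C.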
TSG101-PTAP inh: blocks PTAP/TSG101 interaction to inhibit HIV-1 budding | Q99816 | AID 493005 | Potency, µM (top dose mostly 115 µM), inactives show at the highest dose activity change, negative = inhibition, actives largely listed as inhibitors | Fluorescence polarization, FITC-PTAP peptide / Tsg101 binding | 340,000 tested, under 10 active; active = well fitted inhibition curve with a large enough effect in the main read-out, with a control signal flat, not every such curve was filed as active; inconclusive = small, poorly fitted or top-dose-only effect, or effect the other way, or a change in a side signal; inactive = no such curve, though single readings can be large or run the other way; also: potency is read from the fitted curve at half-maximal effect; % of control where 0% means no effect
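Fluorescence anisotropy tracks displacement of a FITC-tagged PTAP peptide (50 nM) from the Tsg101 binding domain (10 uM), following a 20 min room-temperature incubation at pH 7.5.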
B2AR arrestin: beta2AR (human) beta-arrestin recruitment activity | 330,000 tested, 0.02% active | Potency, µM (titrated, usually from 46.1 µM), for the others: at the highest dose activation, most hits filed as activators | beta-arrestin recruitment to beta2AR, cell-based reporter | AID 492947;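 also: potency is read from the fitted curve at half-maximal effect; 0% = DMSO controls and full agonism = EC100 isoproterenol or metaproterenol; nearly all actives have a fitted effect of over 65% in size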
BRCA1 expr act: BRCA1 expression activation; MCF7-BRCA1-FFLuc reporter, luminescence, 48 h; response scale: scaled: vehicle 0%, 10 µM genistein 100%; AID 624202; 380,000 tested, 1.1% active; Potency, µM (doses to about 46.1 µM), for inactives: at the highest dose activation, usual class: activators; also: potency is read from the fitted curve at half-maximal effect; nearly all actives have a fitted effect of over 80% in size; some results filed as inactive show a strong effect at the top dose
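Quantitative HTS in MCF7 cells stably reporting BRCA1 expression via firefly luciferase. Compound treatment lasts 48 h at 37 °C in phenol-red free MEM. Activation is expressed relative to genistein at 10 microM and DMSO.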
CXXC DNA block: inhibitors of human MLL CXXC domain-DNA interaction; Q03164; MLL-CXXC / FITC-HOXA9 DNA fluorescence polarization; Potency, µM (series often up to 115 µM), inactives show at the top dose activity change, negative = inhibition, actives largely listed as inhibitors; 290,000 tested, 0.037% active; AID 2662; active = well fitted inhibition curve with a large enough effect in the polarisation, with a control signal flat, not every such curve was filed as active; inconclusive = small, poorly fitted or top-dose-only effect, or effect the other way, or a change in a side signal; inactive = no such curve, though single readings can be large or run the other way; the % refers to the polarisation; also: potency is read from the fitted curve at half-maximal effect
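Steps: dispense CXXC domain solution (7 uM) → pin compounds or unlabeled HOX-A9 DNA control → 5 min ambient → add FLSN-HOX-A9 solution (50 nM) → spin → 30 min ambient → fluorescence polarization. Tris pH 7.5/NaCl/DTT/BSA buffer.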
ELG1 DNA repair: blocks ELG1-dependent DNA repair in HEK293T cells; HEK293T ELG1-luciferase reporter, luminescence, 16 h; DNA damage induced by 5-fluorouridine; Potency, µM (titrated, usually from 46.1 µM), for the others: at the top dose activity change, negative = inhibition, most hits filed as inhibitors; 330,000 tested, 2.3% active; AID 504467; also: potency is read from the fitted curve at half-maximal effect; % is scaled to controls: 0 for no effect and ±100 for the full control effect; nearly all actives have a fitted effect of over 55% in size
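HEK293T cells expressing luciferase-tagged ELG1 (2,000/well) received 5-Fluorouridine plus compound or DMSO for 16 hr at 37 °C. Luciferase was read by ONE-Glo luminescence after 30 min at room temperature.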
TRPV1 ag: activates the human vanilloid receptor TRPV1; AID 540275; activation, % at 8.33 µM; Q8NER1; TRPV1-expressing cells, Fluo-8 calcium influx, agonist mode; 320,000 tested, 0.19% active; in the data active = activation above about 80%; inconclusive = between about 30% and that limit; also: 0% is about no effect
Target sequence (Q8NER1 whole entry, looked up): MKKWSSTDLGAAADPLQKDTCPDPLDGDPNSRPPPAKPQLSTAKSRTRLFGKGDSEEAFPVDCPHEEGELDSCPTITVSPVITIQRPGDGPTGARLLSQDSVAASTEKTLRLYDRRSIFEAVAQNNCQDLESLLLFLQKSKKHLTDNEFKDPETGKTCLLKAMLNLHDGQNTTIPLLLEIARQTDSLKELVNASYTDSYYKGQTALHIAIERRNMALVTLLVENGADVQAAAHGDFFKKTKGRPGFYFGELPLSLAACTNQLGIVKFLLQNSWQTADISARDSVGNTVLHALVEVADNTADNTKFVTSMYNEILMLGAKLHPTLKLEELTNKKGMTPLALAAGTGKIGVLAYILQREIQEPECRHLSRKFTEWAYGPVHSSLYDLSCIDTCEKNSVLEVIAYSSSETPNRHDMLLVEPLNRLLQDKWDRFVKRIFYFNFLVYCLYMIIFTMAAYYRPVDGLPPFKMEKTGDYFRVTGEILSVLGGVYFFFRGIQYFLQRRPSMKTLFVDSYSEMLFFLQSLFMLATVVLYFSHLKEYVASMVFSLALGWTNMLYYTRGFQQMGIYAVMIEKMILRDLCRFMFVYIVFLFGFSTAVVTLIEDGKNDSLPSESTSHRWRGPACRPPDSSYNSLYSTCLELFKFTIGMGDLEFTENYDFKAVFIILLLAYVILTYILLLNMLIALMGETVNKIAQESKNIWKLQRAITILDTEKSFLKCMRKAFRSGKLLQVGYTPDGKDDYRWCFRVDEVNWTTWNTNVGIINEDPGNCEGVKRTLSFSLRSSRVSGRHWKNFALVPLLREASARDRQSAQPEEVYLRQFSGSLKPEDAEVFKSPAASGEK
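TRPV1-expressing cells were cultured overnight at 35.5C and loaded with Fluo-8 calcium dye for 40 to 90 min at room temperature. After a 10 s baseline, compound was added and calcium influx was read kinetically for 3 min (ex 480/em 520 nm).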
Integrin act MD: integrin-mediated muscular dystrophy alleviation activation. 350,000 tested, 0.064% active. alpha7betagal myoblasts, beta-gal FDG fluorescence, 48 h. Potency, µM (top dose mostly 38.3 µM), without a hit: top-dose activation, usual class: activators. AID 624291;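 also: potency is read from the fitted curve at half-maximal effect; 100% = response of the positive control SU9516; nearly all actives have a fitted effect of over 60% in size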
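alpha7betagal+/- myoblasts (passage 13, 250/well) treated 48 h at 37C with compounds at 1:260 dilution of DMSO stock. Lysed, then beta-galactosidase activity read as FDG fluorescence (ex 480/em 540) after 30 min, with pre-read for autofluorescence.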
An asterisk follows results filed as active; ? = inconclusive; . = not tested or not shown; & = joins results of further samples; [ ] = remark or other dose. Unless noted, calls follow the shape of the dose curve; as a rule, active = well fitted curve in the direction sought with a large enough effect; inconclusive = small, poorly fitted or top-dose-only effect, or another doubt; inactive = no such curve, though single readings can be large; an effect the other way counts as inactive or inconclusive. Rows are unselected. About 3.8% of those tested had a hit in this group.

SMILES	TCR act	p53 reactivator	A-T KAP1 phos	TSG101-PTAP inh	B2AR arrestin	BRCA1 expr act	CXXC DNA block	ELG1 DNA repair	TRPV1 ag	Integrin act MD
CCOC(=O)C1(NC(=O)C2(NC(=O)CN3C(=O)c4ccccc4C3=O)CCCC2)CCCC1	1%	.	.	0%	.	-6%	.	.	.	9%
COCCN1CCN(C(=O)C2CCC(=O)N(CCc3ccc(Cl)cc3)C2)CC1 (stereo not given)	6%	19%	6%	.	0.5%	-19%	-6%	3%	3	10%
CC1CCCCC12NC(=O)N(CC(=O)N1CCN(C(=O)c3ccco3)CC1)C2=O (stereo not given)	5%	1%	-3%	-2%	0.3%	0%	.	18%	1	8%
COc1ccc(Cn2c(C)c(C)c(C#N)c2NC(=O)Nc2cccc(Cl)c2)cc1	5%	?	13%	-2%	0.1%	-22%	1%	?	10	2%
COc1ccccc1/C=C/c1nc(C#N)c(N(C)C)o1	6%	?	?	-3%	-0.7%	?	0%	?	8	-2%
COc1cc2c(cc1OC)CN(C(=O)c1cc(S(=O)(=O)N3CCOCC3)ccc1C)CC2	-3%	-5%	16%	0%	-0.4%	-1%	.	12%	4	9%
O=C(CN(Cc1cccs1)C(=O)CNS(=O)(=O)c1ccc(F)cc1)NCc1ccco1	8%	16%	-6%	-4%	-0.6%	5%	7%	-22%	-1	22%
C=CC[C@H](CC(=O)N(CCO)Cc1ccccc1)C(=O)N[C@@H](COC(=O)[C@H](CC=C)CC(=O)OC(C)(C)C)Cc1c[nH]c2ccccc12	-4%	-1%	-6%	-2%	-0.1%	-101%[inhibitor]	.	23µM*	.	-43%
CC(C)[C@H](N[C@@H](C)c1ccccc1)c1c(O)ccc2ccccc12	-1%	4%	31%	-5%	-0.9%	-11%	-8%	-3%	1	-10%
CCOC(=O)c1ccc2c(c1)NC(=O)C(N1CCN(c3ccc(OC)cc3)CC1)S2 (stereo not given)	5%[46.1 µM]	5%	6%	-2%	0.1%	-20%	13%	-8%	0	13%
CCC(CC)Nc1ccc(C(CC(N)=O)NC(=O)Cc2ccc(Br)cc2)cc1[N+](=O)[O-] (stereo not given)	9%	-2%	23%	23%	-0.1%	-32%	-1%	-4%	0	-20%
O=C(Cc1cccc(C(F)(F)F)c1)NCc1ccc(Cl)cc1	0%[46.1 µM]	4%	-3%	-1%	-0.6%	-23%	-10%	-6%	10	0%
Cc1cc(OC(C)C(=O)NCCc2c[nH]c3ccccc23)c2c(C)cc(=O)oc2c1 (stereo not given)	3%	.	7%	0%	-0.5%	-21%	14%	?	-4	20%
CCc1ccc(S(=O)(=O)N/N=C\c2ccc([N+](=O)[O-])o2)cc1	1%	6%	2%	-7%	0.2%	6%	-4%	1%	-2	-17%
COc1ccc(CC(=O)Nc2nc3ccc(F)cc3s2)cc1S(=O)(=O)N1CCOCC1	2%	-10%	8%	6%	0.0%	12%	-1%	?	4	-48%[inhibitor]
N#Cc1ccccc1OCC(=O)OCC(=O)NC1CCCC1	2%	16%	2%	-3%	3.1%	-3%	.	6%	-1	21%
O=S(=O)(c1ccc(N2CCCC2)nc1)N1CCCC1	3%	-3%	-2%	1%	-0.2%	4%	-6%	0%	-1	-22%
O=C(c1ccccc1Oc1ccccc1)N1CCN(c2ccc(F)cc2)CC1	1%	-1%	5%	-8%	-0.7%	-37%	8%	?	4	-2%
OCc1cccc[n+]1CCc1ccccc1	3%	.	.	-8%	.	-6%	.	.	.	-8%
N#CCCn1cnc2ccccc21	0%	8%	3%	1%	0.1%	2%	-8%	17%	0	-3%
CC(NC(=O)C1CCC(CNc2c(N3CCOCC3)c(=O)c2=O)CC1)c1ccccc1 (stereo not given)	-6%	-1%	4%	0%	-0.7%	-12%	17%	2%	-1	-40%[inhibitor]
CCN=C1SC(C(=O)Nc2ccc(OC)cc2)CC(=O)N1CC (stereo not given)	5%	-5%	3%	-2%	-0.1%	1%	3%	-2%	4	9%
COc1ccc(NC(=O)c2ccccc2-c2ccc(C(F)(F)F)cc2)cc1S(=O)(=O)N1CCOCC1	-6%[46.1 µM]	-4%	-2%	-1%	-0.5%	-28%	0%	-4%	3	9%
COC(=O)c1cc(S(=O)(=O)NCCc2ccc(C)cc2)c[nH]1	7%	.	6%	-6%	-1.1%	-6%	-6%	-10%	1	18%
Cc1cc2ccccn2c1C(=O)c1ccncc1	6%	-5%	-1%	-7%	-0.1%	-3%	0%	1%	-3	-10%
COc1c(O)cnn(-c2ccccc2)c1=O	-4%	2%	-19%	-1%	-0.2%	22%	-4%	?	6	8%
CCCCC(=O)N1CCN(c2nc3ccc(Br)cc3s2)CC1	-8%	6%	-1%	-4%	0.0%	41%	12%	?	29	12%
Cc1cc(S(=O)(=O)NC2CCCCC2)ccc1OCC(=O)NCC1CCCO1 (stereo not given)	-10%	-3%	5%	-7%	-1.1%	-2%	1%	?	-1	35%
O=C(NCc1ccc(Cl)cc1)c1ccc(Br)o1	6%	1%	3%	-7%	-0.3%	0%	8%	7%	?	-12%
Cc1ccn2c(=O)c(C(=O)NCCCN3CCCCC3C)c(O)nc2c1 (stereo not given)	-5%	-1%	-3%	-7%	0.0%	-1%&12%	15%	15%	2	-36%

Compound profiles (already shown). Order of values: TCR act	p53 reactivator	A-T KAP1 phos	TSG101-PTAP inh	B2AR arrestin	BRCA1 expr act	CXXC DNA block	ELG1 DNA repair	TRPV1 ag	Integrin act MD
Shown for O=C(c1ccccc1Oc1ccccc1)N1CCN(c2ccc(F)cc2)CC1 : 1%	-1%	5%	-8%	-0.7%	-37%	8%	?	4	-2%
Shown for O=S(=O)(c1ccc(N2CCCC2)nc1)N1CCCC1 : 3%	-3%	-2%	1%	-0.2%	4%	-6%	0%	-1	-22%
Shown for N#Cc1ccccc1OCC(=O)OCC(=O)NC1CCCC1 : 2%	16%	2%	-3%	3.1%	-3%	.	6%	-1	21%

Next section
SMILES	TCR act	p53 reactivator	A-T KAP1 phos	TSG101-PTAP inh	B2AR arrestin	BRCA1 expr act	CXXC DNA block	ELG1 DNA repair	TRPV1 ag	Integrin act MD
Cc1cc(C)c2ccc3c(C)c(C)n(C)c3c2n1	-7%	5%	0%	-4%	-0.4%	0%	6%	14%	2	-45%[inhibitor]
O=C(NCc1ccc2c(c1)OCO2)c1ccc(CN2CCc3ccccc3C2)cc1	2%	?	3%	-1%	4.0%	-11%	-9%	3%	3	21%
O=c1[nH]nc(CNc2cccc(C(F)(F)F)c2)c2ccccc12	8%	-1%	10%	-4%	-0.2%	-13%	-21%	?	-3	-1%
COc1ccc(CNC(=O)Cn2nc(C(F)(F)F)cc2C)cc1	-5%	-11%	3%	2%	-1.3%	-10%	7%	1%	0	6%
O=C(CCN1C(=O)S/C(=C\c2ccccc2)C1=O)NC1CCS(=O)(=O)C1 (stereo not given)	4%	12%	0%	-8%	-0.1%	32%	5%	26%	0	0%
CC(C)CN(C(=O)COC(=O)c1ccccc1NCc1ccco1)c1c(N)n(Cc2ccccc2)c(=O)[nH]c1=O	-4%	-3%	13%	-3%	-0.4%	-10%	.	-6%	2	-11%
CCOc1ccc(NC(=O)Nc2ccc(N(C)C(C)=O)cc2)cc1	-4%	.	.	-1%	.	-11%	-10%	.	1	3%
CC1CN(C(=O)c2cc([N+](=O)[O-])cc([N+](=O)[O-])c2)CC(C)O1 (stereo not given)	4%	2%	1%	-5%	0.3%	-17%	5%	?	11	2%
Cc1ccc(CN2CCC(Oc3ccc(C(=O)NCc4ccccn4)cc3)CC2)o1	-1%	.	10%	-1%	0.1%	8%	-1%	-2%	4	25%
COc1ccccc1NC(=S)NC(C)=O	-2%	-8%	-2%	9%	0.3%	-1%	?	12%	1	-13%
CN(Cc1ccc(F)cc1)C(=O)CN1C(=O)c2ccccc2S1(=O)=O	0%	17%	2%	-1%	-0.1%	-7%	.	?	.	5%
COC(=O)c1oc2ccc(Br)cc2c1-n1cccc1	3%	-6%	10%	-6%	-0.1%	-16%	2%	?	1	4%
Cc1cccc(OCC(=O)Nc2cc(NC(=O)COc3cccc(C)c3)cc(C(=O)O)c2)c1	-12%	-12%	-10%	-1%	-1.0%	8%	-23%	3%	-3	4%
CN1C(=O)c2ccc(N(C)C)cc2C1=O	4%[46.1 µM]	16%	-1%	-4%	-0.1%	11%	3%	?	1	12%
Cc1cc(N2C(=O)C3CC=CC(C)C3C2=O)no1 (stereo not given)	-4%[46.1 µM]	1%	4%	-1%	-0.1%	2%	9%	0%	1	19%
O=C1c2ccccc2-c2nc3ccccc3cc21	-1%	?	6%	-3%	0.6%	-1%	-21%	?	1	?
CC(=O)c1cccc(NC(=O)c2ccccc2OCc2ccc(F)cc2)c1	-1%	-5%	6%	-6%	-0.9%	-37%	8%	-15%	?	6%

Compound activity deposited in PubChem BioAssay by National Center for Advancing Translational Sciences (NCATS).
